# TbHK1 inh – Trypanosoma brucei hexokinase 1 inhibitors, primary screen, biochemical, G6PDH-coupled NADH absorbance, MLSCN library. hexokinase 1 [Trypanosoma brucei]. recombinant TbHK1, G6PDH-coupled NADH A340. inhibition, % at 10 µM. hit rate 0.11% among 220,000. AID 1430, 2008;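 active means inhibition of 50% or more in the single-dose primary screen; inactive means inhibition below 50%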
# PPC-1+TRAIL kill – compounds killing PPC-1 cancer cells with TRAIL present, primary screen, TRAIL potentiator project, ATPLite luminescence, uHTS. PPC-1 cells + TRAIL, ATPLite viability luminescence. cell killing (% activity), % at 4 µM. hit rate 0.41% among 220,000. AID 1443, 2008;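 active means cell killing above 50% in the first pass at 4 µM, then a duplicate retest at 5 µM averaging 50% or more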;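 further: plate controls were cells with TRAIL plus DMSO for no effect and medium-only wells lacking cells for full effect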
# Furin inhibitor – human furin inhibitors, primary screen, biochemical, fluorescence intensity; P09958; purified furin, fluorogenic substrate cleavage; inhibition, % at 30 µM; hit rate 0.061% among 220,000; AID 463115, 2010; in the data active means inhibition above about 25%; further: inactives centre near -15
# EP2 antag – human EP2 receptor antagonists, primary screen, TR-FRET cAMP, C6 glioma cells. inhibition, % at 25 µM. Prostaglandin E2 receptor EP2 subtype (Homo sapiens), P43116. hit rate 0.52% among 260,000. C6 glioma cells expressing human EP2; cells stimulated with saturating PGE2;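 active means percent inhibition above 40 after rounding to a whole number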;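 further: rat C6 glioma host cells with rolipram phosphodiesterase inhibitor present; the protocol text gives 20 µM as final concentration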
# Target sequence (P43116 whole entry, looked up): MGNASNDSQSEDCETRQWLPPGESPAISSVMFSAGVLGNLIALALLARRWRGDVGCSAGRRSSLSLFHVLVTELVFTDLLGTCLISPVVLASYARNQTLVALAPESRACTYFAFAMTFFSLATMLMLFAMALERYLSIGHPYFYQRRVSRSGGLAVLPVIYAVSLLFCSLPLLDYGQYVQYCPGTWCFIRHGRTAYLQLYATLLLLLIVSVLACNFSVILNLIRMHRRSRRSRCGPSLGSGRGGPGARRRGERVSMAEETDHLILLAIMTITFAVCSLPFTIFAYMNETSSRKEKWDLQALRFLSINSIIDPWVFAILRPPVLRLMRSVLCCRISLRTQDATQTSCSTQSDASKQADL
# p47phox inh – p47phox/p22phox peptide binding inhibitors, primary screen, biochemical, uHTS, NADPH oxidase regulatory subunit | Neutrophil cytosol factor 1 (Homo sapiens), P14598 | fluorescence polarization, 2 h | inhibition, % at 24.7 µM | hit rate 0.53% among 220,000 | AID 1274, 2008;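 active means inhibition above about 30%, limit read from the data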;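 further: 0% = p47phox with labelled peptide and 100% = labelled peptide alone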
# Target sequence (P14598 whole entry, looked up): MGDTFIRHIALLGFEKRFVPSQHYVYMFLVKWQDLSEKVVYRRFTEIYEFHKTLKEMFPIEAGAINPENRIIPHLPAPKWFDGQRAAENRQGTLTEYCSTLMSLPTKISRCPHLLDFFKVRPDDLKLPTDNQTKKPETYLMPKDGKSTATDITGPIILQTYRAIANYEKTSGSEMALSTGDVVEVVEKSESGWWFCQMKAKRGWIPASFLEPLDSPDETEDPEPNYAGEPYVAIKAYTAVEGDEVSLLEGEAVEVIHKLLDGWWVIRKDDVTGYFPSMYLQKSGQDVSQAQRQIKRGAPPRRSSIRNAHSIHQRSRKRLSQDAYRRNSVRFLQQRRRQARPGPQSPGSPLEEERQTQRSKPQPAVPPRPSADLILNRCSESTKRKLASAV
# RBBP9 inhibitor – human RBBP9 inhibitors, primary screen, biochemical, fluorescence polarization, FP-Rh probe, HTS | recombinant RBBP9 | inhibition, % at 7.94 µM | Serine hydrolase RBBP9 (Homo sapiens), O75884 | hit rate 0.2% among 220,000;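 active means inhibition above the campaign mean of all tested compounds plus 3 SD, cut at about 14% in these data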;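 further: plate controls were DMSO wells with RBBP9 for no effect and wells lacking RBBP9 protein for full effect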
# Target sequence (O75884 whole entry, looked up): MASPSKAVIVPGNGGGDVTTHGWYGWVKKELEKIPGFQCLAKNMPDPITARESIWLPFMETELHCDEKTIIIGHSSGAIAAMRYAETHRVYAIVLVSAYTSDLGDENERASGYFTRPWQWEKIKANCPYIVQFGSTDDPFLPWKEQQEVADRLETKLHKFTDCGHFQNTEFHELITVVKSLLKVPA
#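 System: RBBP9 protein / Buffer or medium: Tris/NaCl buffer pH 8.0 with 0.1% Pluronic / Probe or stimulus: Serine-hydrolase probe FP-Rh, 375 nM pre-mixing / Dosing: 7.94 µM single dose, 0.794% DMSO / Times: enzyme-compound preincubation 30 min, then probe labeling 45 min, 25 °C / Technique: fluorescence polarization (mP), excitation 525 nm, emission 598 nm / Replication: singlicate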
# p97 inhibitor – inhibitors of human p97 ATPase, primary screen, biochemical; hit rate 0.42% among 220,000; recombinant p97 ATPase, Kinase-Glo ATP luminescence, 3 h; Transitional endoplasmic reticulum ATPase (Homo sapiens), P55072; inhibition, % at 8 µM; in the data active means inhibition above about 15%;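 further: 0% = DMSO vehicle and 100% = wells lacking enzyme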
# Ba/F3 V617F tox – reduced viability of JAK2V617F-dependent Ba/F3 cells, primary screen, JAK2V617F inhibitor project, cell-based, Ba/F3 EpoR-JAK2V617F, luminescence; hit rate 1.1% among 220,000; ATP luminescence; inhibition, % at 5.6 µM; AID 1446, 2008;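 active means inhibition above the campaign mean plus 3 SD over all tested compounds, cut at about 24% in these data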;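 further: cytokine-independent growth of Ba/F3 cells driven by EpoR plus mutant JAK2; 0% = DMSO-treated cells and 100% = JAK inhibitor I control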
# BaF3 parental – parental Ba/F3 cell viability inhibition, counter-screen for JAK2V617F inhibitor project, murine pro-B, CellTiter-Glo luminescence; CellTiter-Glo ATP luminescence; inhibition, % at 5.6 µM; hit rate 1.1% among 220,000; AID 1486, 2009;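 active means inhibition above a per-campaign cutoff, the mean inhibition of all tested compounds plus 3 SD, cut at about 27% in these data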;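 further: 0% = DMSO wells and 100% = JAK Inhibitor I control wells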
# * marks the source's active call; other numbers are inactive results; x = no result given; & = joins results of further samples; [ ] = remark or other dose.
SMILES	TbHK1 inh	PPC-1+TRAIL kill	Furin inhibitor	EP2 antag	p47phox inh	RBBP9 inhibitor	p97 inhibitor	Ba/F3 V617F tox	BaF3 parental
O=C(Cn1c(=O)n(CCCCC(=O)NC2CCCC2)c(=O)c2ccccc21)NCCC1=CCCCC1	19	21	-13	2	-10	8	1	-4	-3
N#C/C(=C\c1ccccc1)C(=O)Nc1cccnc1	-21	20	-12	6	-2	-10	3	1	3
CC(C)OC(=O)NC(C)(C)COC(=O)Nc1cccc(Cl)c1	5	24	-29[20 µM]	6	-4	-2	-5	-2	3
C[C@H](NC(=O)OCc1ccccc1)C(=O)NNC(=O)[C@H](C)NC(=O)OCc1ccccc1	-7	-7	-24	20	-5	x	x	x	x
Nc1nnc(SCc2nnc(-c3ccccc3)o2)s1	1	25	-9	5	1	-6	1	2	6
CC(C)Cn1c(N)c(C(=O)COC(=O)C2CC(=O)N(Cc3ccccc3Cl)C2)c(=O)n(C)c1=O (stereo unspecified)	-8	25	-12	5	3	-7	2	-4	-1
O=C(CCN1C(=O)c2ccncc2C1=O)Nc1ccc(F)cc1	-10	-10	-17[20 µM]	4	-6	-1	2	-3	1
Cn1c(=O)oc2cc(S(=O)(=O)N3CCCC(C(=O)NCc4cccs4)C3)ccc21 (stereo unspecified)	-2	5	6	11	-10	-3	-1	1	6
Cn1c2c(c(=O)n(C)c1=O)[C@@H]1c3c(ccc4ccccc34)OC[C@@H]1CO2	-2	24	-29[20 µM]	8	-3	0	0	-4	1
COc1ccc(OC)c(NC(=O)Cn2c(C)nc3ccccc3c2=O)c1	-11	6	-24	9	0	-11	-1	1	1
O=C(COc1cc(Cl)c(Cl)cc1Cl)N1CCN(c2ccccn2)CC1	10	-16	-3	7	-7	-10	-6	6	3
COc1cccc(COc2ccc3c(C)c(Cc4ccccc4)c(=O)oc3c2)c1	-2	x	-21[20 µM]	18	x	-1	3	0	-2
Cc1ccc(C(=O)N2CCN(c3ccccc3Cl)CC2)cc1[N+](=O)[O-]	6	13	-14	5	-6	-6	-6	4	0
CCCn1c(SCC(=O)c2ccc3c(c2)NC(=O)CO3)nc2ccccc21	-9	12	-3	9	4	-5	-5	10	24
CC1CCCN(C(=O)CSc2nnc3n(C4CCCC4)c(=O)c4ccccc4n23)C1 (stereo unspecified)	-3	11	-20	7	-9	-8	2	1	2
Cc1ccc2c(c1)nnn2C1CCN(C(=O)C2CCCCC2)CC1	-4	-2	-23	9	1	8	4	-4	-2
Cc1ccccc1C(=O)NC1CCN(CC(=O)Nc2c(C)cccc2C)CC1	-1	12	-13[20 µM]	11	-14	-3	2	-2	1
CCOc1ccc(NC(=S)NC(=O)/C=C/c2ccc(OC)c(OC)c2)c([N+](=O)[O-])c1	-34	-5	-8[20 µM]	3	-176	-1	5	-3	3
COc1ccc(-c2nc3ccccc3c(C(=O)Nc3ccc(S(=O)(=O)Nc4cc(C)on4)cc3)c2C)cc1	-6	5	-14[20 µM]	13	-15	3	6	-2	2
CN1CCN(C(CNS(=O)(=O)c2ccc(F)cc2)c2cccnc2)CC1 (stereo unspecified)	0	12	-15[20 µM]	2	-9	-5	3	-2	-3
Cc1cccc(C)c1-n1c(SCC(=O)N2CC(=O)Nc3ccccc32)nc2ccccc2c1=O	1	6	-2	6	-23	3	7	-1	5
CC(C)COCC1CC2(CC(C)C(=O)CC2=O)C(=O)O1 (stereo unspecified)	4	14	-28	17	-13	-3	1	-3	2
COc1ccc(CNC(=O)CCn2cccc2)cc1	-1	14	-17[20 µM]	x	4	6	1	2	8
O=C(Nc1nc(-c2ccccn2)cs1)c1ccc(S(=O)(=O)N2CCCCC2)cc1	-22	10	-23	7	-26	-16	9	55*	56*
CC1=Cc2ccccc2C(C#N)N1C(=O)c1ccccc1 (stereo unspecified)	-2	10	-14	2	-9	-2	3	-4	-2
CN(C(=O)CSc1nnc(-c2ccncc2)n1-c1ccccc1)C1CCS(=O)(=O)C1 (stereo unspecified)	-4	8	-22	8	-11	3	3	-3	4
COC(=O)c1ccc(NC(=O)Nc2ccc(F)cc2F)cc1	-3	12	-29	9	-24	-3	3	4	9
CCc1ccccc1N(CC(=O)O)S(C)(=O)=O	-1	-14[5 µM]	-31[20 µM]	20	-8	-3	5	0	2
CCOC(=O)C(Oc1ccc2c(-c3ccc(OC)cc3)cc(=O)oc2c1C)c1ccccc1 (stereo unspecified)	-15	-1	-9[20 µM]	8	-1	0	-4	2	4
COc1ccc(-c2c(C(F)(F)F)nn(C)c2NC(=O)c2cccnc2)cc1	3	16	-24	10	-2	-12	-4	1	-1
COc1ccc(N=Nc2nc3ccc(Br)cc3n2C)cc1	7	76*[5 µM]	0[20 µM]	x	-4	7	-10	6	10
CCOC(=O)CSc1[nH]c2cc(OC)ccc2c1[N+](=O)[O-]	-8	3	-4	10	2	7	3	-2	6
CCOC(=O)c1cc(CC)sc1NC(=O)c1ccc([N+](=O)[O-])c(N2CCOCC2)c1	-7	8	-7	5	-4	8	6	-3	0
CCOc1ccc(C2=Nn3c(nnc3-c3cccnc3)SC2)cc1	-8	-6	-12	4	2	3	3	-1	3
CCOc1ccc(-c2cc(C(=O)NN)[nH]n2)cc1	5	21	-7	2	-1	2	3	1	6
O=C(Nc1ccon1)c1sc2ccccc2c1Cl	-1	8	-9[20 µM]	5	-10	-4	2	-1	4
O=S(=O)(c1ccc(Br)s1)n1cccn1	-2	8	-20	3	-5	3	5	-4	-2
Cc1c(C(=O)N2CCOCC2)sc2ncn(CC(=O)N3CCC(C)CC3)c(=O)c12	6	36	-21	6	-26	-2	3	-5	2
COCCNC(=O)c1ccc(CS(=O)(=O)c2ccc(C)cc2)o1	2	6	-24	4	-4	-10	-4	1	0
O=c1c2c(nc3n1CCCCC3)-c1ccccc1CC21CCCCC1	4	-12	6[20 µM]	6	-9	-3	-4	2	7
CCOC(=O)c1c(-c2ccccc2)csc1NC(=S)NC	25	-31	-3	19	-10	-6	-1	0	3
O=C1CC(N2CCC(C(=O)N3CCCCC3)CC2)C(=O)N1 (stereo unspecified)	2	21	-18[20 µM]	8	-2	-8	0	-1	4
Cc1cc(NC(=O)C(C)C)ncc1NC(=O)Cc1ccccc1	7	4	-19	16	-5	-8	2	-3	0
O=c1ccc(NS(=O)(=O)c2ccccc2Cl)cn1Cc1ccc(Cl)c(Cl)c1	0	17	-25	7	-1	-4	1	0	7
COC(=O)c1c(NC(=O)CSc2ccccc2N)sc(C)c1C	-5	0	-14	8	3	-5	-4	0	2
O=[N+]([O-])c1ccc(O)c(/C=N/Nc2ccccc2Cl)c1	-19	23	-1	7	6	-8	4	-3	0
COc1ccc(Nc2nc(N)c([N+](=O)[O-])c(N3CCOCC3)n2)cc1	-28	20	-9	15	-8	-8	7	-1	0
c1ccc(SSc2ccccc2)cc1	0	9	-10	16	-3	0	1	2	7
COCCN(C(=O)Cc1cccs1)C(C(=O)NCc1ccc(OC)cc1)c1ccc(C(C)C)cc1 (stereo unspecified)	12	8	8[20 µM]	7	-5	-5	-4	9	8
CC1CN(c2ccc(NC(=S)Nc3ccc(N4CC(C)OC(C)C4)cc3)cc2)CC(C)O1 (stereo unspecified)	-8	8	-21	4	-1	0	-6	3	-3
CCOC(=O)c1[nH]c(C)c(C(=O)NCc2cccnc2)c1C	1	-4	-2	10	-4	-7	-8	2	9
COC(=O)C1=C(C)NC(C)=C(C(=O)OC)C1c1ccc2ccccc2n1	-10	29	-20[20 µM]	14	-18	-10	5	-3	1
COc1ccc(-c2nnn(CC(=O)N3CCN(c4ccccc4OC)CC3)n2)cc1OC	0	2	2	15&5	0	-6	-5	7	4
CC(NC(=O)CCNC(=O)c1ccccc1Cl)C1CC2CCC1C2 (stereo unspecified)	37	31	-8	9	2	-17	-3	4	7
Cc1ccc(O)c(C2=Nc3ccccc3N=C(c3cccc([N+](=O)[O-])c3)C2)c1	-12	0	-16	9	-8	-2	0	1	6
CCCn1nnnc1SCC(=O)N(C(C)C)C(C)C	-6	-8	-18	7&4	8	-2	2	-6	5
Cc1cc(C)cc(OCC(=O)OCC(=O)c2ccc3c(c2)NC(=O)CO3)c1	-3	17	-14[20 µM]	5	-14	-3	0	-1	3
CCCCSc1nnc(-c2ccccc2N)c(=O)[nH]1	-9	-8	-19	8	-18	3	5	-2	-4
CC1CN(Cc2nc3c(c(=O)n(C)c(=O)n3C)n2CCc2ccccc2)CC(C)O1 (stereo unspecified)	-5	x	2[20 µM]	15	x	-4	4	-5	1
Cc1ccc(N2C(=N)/C(=C3/Nc4ccccc4S3)C(c3ccccc3)C2=O)cc1 (stereo unspecified)	-9	10	-7	10	-5	-2	4	-2	2

# New compounds follow:
SMILES	TbHK1 inh	PPC-1+TRAIL kill	Furin inhibitor	EP2 antag	p47phox inh	RBBP9 inhibitor	p97 inhibitor	Ba/F3 V617F tox	BaF3 parental
CSc1nc(-c2ccccc2)nn1C(=O)c1ccc(Cl)cc1	-3	28	-4[20 µM]	14	-16	0	2	-3	6
CC(=O)OCc1cc(-c2nc3ccccc3[nH]c2=O)nn1-c1ccc(Cl)cc1	-6	-6	-25	3	5	0	1	-1	3
C=CCN(CC=C)CC(O)Cn1c2ccccc2c2ccccc21 (stereo unspecified)	4	24	-1	8	3	-12	-11	5	5
Cc1cc(-c2csc(N)n2)c(C)n1-c1ccc(Cl)c(Cl)c1	-1	9	-11	7	-27	-4	0	3	9
O=C(NCC(c1cccnc1)N1CCOCC1)c1cccc(Cl)c1 (stereo unspecified)	-5	-8	-20	6	-6	3	3	-5	2
COc1ccc(C(=O)Nc2ccc(NC(=O)c3cccs3)cc2)cc1[N+](=O)[O-]	-20	2	-19	12	7	2	-1	-1	7
CC(=O)OCc1c(C(F)(F)F)nn(C)c1Sc1ccccc1	4	-3	-17[20 µM]	8	-3	-5	0	-3	5
O=C(O)CCc1nc(-c2cccs2)no1	-4	2	-23	x	-3	-2	1	2	5
COc1ccccc1N(CC(=O)NC1CCCC1)C(=O)c1oc(C(C)(C)C)cc1C	-7	4	-13	6	0	0	-7	1	8
Cc1cccc(C(=O)/C=C2/c3ccccc3CC(C)(C)N2C)c1	-18	11	-3[20 µM]	5	5	-3	-4	2	7
Nc1ccccc1Nc1ccncc1[N+](=O)[O-]	-6	13	-22[20 µM]	16	-1	-2	6	-1	6

# Whole records, quoted from the list:
# CCOC(=O)C(Oc1ccc2c(-c3ccc(OC)cc3)cc(=O)oc2c1C)c1ccccc1 (stereo unspecified) across the screens: TbHK1 inh = -15; PPC-1+TRAIL kill = -1; Furin inhibitor = -9[20 µM]; EP2 antag = 8; p47phox inh = -1; RBBP9 inhibitor = 0; p97 inhibitor = -4; Ba/F3 V617F tox = 2; BaF3 parental = 4
# COc1ccc(-c2c(C(F)(F)F)nn(C)c2NC(=O)c2cccnc2)cc1 across the screens: TbHK1 inh = 3; PPC-1+TRAIL kill = 16; Furin inhibitor = -24; EP2 antag = 10; p47phox inh = -2; RBBP9 inhibitor = -12; p97 inhibitor = -4; Ba/F3 V617F tox = 1; BaF3 parental = -1

# Screens from PubChem BioAssay.

# This is a subset (hit frequency here may not be typical).
